LEDGF integ inh: blocks HIV-1 LEDGF/p75-dependent DNA integration; inhibition, % at 3.7 µM; AID 743269; 0.64% of 370,000 active; TR-FRET IN-LEDGF/p75 DNA integration, Eu/Cy5;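 active = inhibition above the screen-wide mean plus 3 SD, cut at about 13% in these data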;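 note: signal is the Cy5 over europium emission ratio at 671 and 618 nm; 0% = plate median of compound wells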
Rev-erbA mod: modulates human Rev-erb alpha binding to DNA. P20393. Rev-erbα–FITC-DNA binding, fluorescence polarization, 90 min. activity, % at 10 µM. 0.79% of 370,000 active. AID 1259318;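 active = activity above about 14%, limit read from the data; passing the limit was not always enough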;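 note: 0% = DMSO wells with 35 nM protein and 100% = DMSO wells with 750 nM protein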
Target sequence (P20393 whole entry, looked up): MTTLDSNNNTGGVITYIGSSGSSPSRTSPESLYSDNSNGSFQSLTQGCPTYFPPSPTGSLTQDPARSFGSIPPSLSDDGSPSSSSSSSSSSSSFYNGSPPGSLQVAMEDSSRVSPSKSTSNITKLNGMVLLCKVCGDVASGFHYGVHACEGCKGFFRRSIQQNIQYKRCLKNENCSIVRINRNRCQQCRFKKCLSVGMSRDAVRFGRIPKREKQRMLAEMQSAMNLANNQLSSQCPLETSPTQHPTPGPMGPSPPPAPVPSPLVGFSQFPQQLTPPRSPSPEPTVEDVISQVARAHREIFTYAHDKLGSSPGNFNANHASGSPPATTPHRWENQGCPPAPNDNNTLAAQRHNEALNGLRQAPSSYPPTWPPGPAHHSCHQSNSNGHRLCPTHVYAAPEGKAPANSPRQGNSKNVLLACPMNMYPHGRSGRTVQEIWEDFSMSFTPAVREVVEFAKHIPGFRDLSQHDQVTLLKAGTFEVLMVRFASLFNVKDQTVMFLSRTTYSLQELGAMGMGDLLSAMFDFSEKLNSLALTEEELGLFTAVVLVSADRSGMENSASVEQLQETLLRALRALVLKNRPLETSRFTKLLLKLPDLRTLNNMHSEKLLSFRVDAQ
PRMT1 FP inh: PRMT1 (human) inhibition, primary screen; Q99873; recombinant PRMT1, activity-based probe fluorescence polarization; inhibition, % at 2.79 µM; AID 652257; 1.3% of 370,000 active;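 active = inhibition above about 21% made by adding two undisclosed values, limit read from the data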
mABHD4 FP: inhibitors of mouse ABHD4; 0.54% of 370,000 active; purified mABHD4, FP-Rh probe fluorescence polarization; inhibition, % at 8.92 µM; Q8VD66;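 active = inhibition exceeding the mean over every tested compound plus 3 SD, cut at about 30% in these data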;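 note: 0% = plate median of compound wells and 100% = S159A mutant with DMSO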
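System: mouse ABHD4 enzyme, wild type / Medium: HEPES pH 7.0, NaCl, Pluronic buffer / Reagent: FP-Rh activity-based fluorescent probe / Control set: S159A mutant high control, sample median low control / Detection: fluorescence polarization with parallel and perpendicular emission, 525/598 nm / Schedule: 45 min + 60 min at 25 °C / Compound dosing: 8.92 µM, single dose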
rCAG RNA binder: molecules binding r(CAG) RNA repeats. 1.3% of 370,000 active. inhibition, % at 3 µM. r(CAG) RNA repeat, TO-PRO-1 dye displacement fluorescence;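 active = inhibition above the plate cutoff, the mean of all test compounds on that plate plus 3 SD, cut at about 35% in these data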;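 note: 0% = DMSO alone and 100% = 100 µM mitoxantrone as full dye displacement; higher means more dye released from RNA so lower well fluorescence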
MBD2 DNA inh: blocks human MBD2 binding to methylated DNA; Q9UBB5; TR-FRET, MBD2 binding to methylated oligonucleotide; inhibition, % at 4.4 µM; 0.31% of 370,000 active; in the data active = inhibition above about 13%
TCR CD3 inh: blocks the human TCR-CD3 interaction; TAMRA-labeled TCR probe fluorescence, biochemical; inhibition, % at 9.4 µM; 0.37% of 360,000 active; AID 651800; in the data active = inhibition above about 19%;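 note: recombinant mutant TCR 2C K166C tagged with TAMRA read by polarization; 0% = receptor in buffer alone and 100% = receptor with positive control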
HTRA1 inh: blocks human HTRA1 serine peptidase; Q92743; AID 504803; 0.5% of 340,000 active; recombinant HTRA1, FP-rhodamine activity-based probe, fluorescence polarization; inhibition, % at 5.96 µM; in the data active = inhibition above about 36%;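 note: 0% = enzyme with DMSO and 100% = wells lacking enzyme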
UHRF1 MBD2 ctr: UHRF1 methyl-DNA binding inhibition; UHRF1 binding to methylated oligo, TR-FRET; inhibition, % at 4.4 µM; 0.75% of 370,000 active; AID 687016; in the data active = inhibition above about 21%;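 note: UHRF1 SRA domain binding a hemimethylated CpG hairpin DNA probe; 0% = median of test compound wells and 100% = reference inhibitor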
PG9 Ab binder: PG9 antibody binding by small molecule; TR-FRET gp120-PG9 antibody binding; inhibition, % at 6.7 µM; 0.43% of 360,000 active; AID 624416; in the data active = inhibition above about 8.5%
The depositor's hits bear a star; · = no result given. These rows are one share of the data, so the mix of outcomes need not match the whole.

The line under a structure holds: MBD2 DNA inh, HTRA1 inh, Rev-erbA mod, LEDGF integ inh, rCAG RNA binder, PG9 Ab binder, mABHD4 FP, TCR CD3 inh, UHRF1 MBD2 ctr, PRMT1 FP inh
1) Cc1ccc(F)cc1NC(=O)CSCc1c(C)noc1C
    -5, -8, -5, 3, 0, -1.1, 5, 13, -1, 0
2) CN(CCOc1ccccc1)CC(=O)Nc1ccc(Br)cc1F
    -4, -10, 5, -2, 1, -2.5, -4, 11, 0, -2
3) Cn1cc(Cl)c(C(=O)OCC(=O)Nc2cccc(Cl)c2)n1
    -4, -10, -1, -2, 1, -0.9, 0, -1, -2, 4
4) S=c1[nH]nc(-c2ccncc2)n1Cc1ccccc1
    -1, -5, -2, 6, -1, -0.7, 0, -6, 3, 0
5) COc1cc(C(=O)C(=O)N2CCC(Cc3ccccc3)CC2)cc2ccccc12
    2, ·, 4, -3, 6, 0.9, -7, 0, 10, 3
6) COc1cc(OC)cc(C(=O)NCC2CCCO2)c1 (stereo not drawn)
    2, -9, 6, 1, -1, 2.7, -8, -5, 3, 2
7) COc1ccc(OC2CCN(S(=O)(=O)c3ccc(F)cc3)CC2)cc1
    -1, -3, 2, -4, 1, 0.9, 3, 1, 2, 3
8) COc1cc2c(cc1OC)CN(C(C)C(=O)Nc1cccc(S(=O)(=O)N3CCOCC3)c1)CC2 (stereo not drawn)
    -2, -5, 1, -1, -2, 0.6, 11, -1, 0, -1
9) CCOCCCNC(=O)c1cccc(NC(=O)C2=C(C)OCCS2)c1
    -4, 2, -4, 11, 1, -2.3, -9, -3, 1, -6
10) CC(=O)NCCC(=O)Nc1cccc(S(=O)(=O)N(C)c2ccccc2)c1
    2, 3, -5, 6, 3, -0.3, 0, -2, 7, 0
11) N/C(Cc1cccs1)=N\OC(=O)COc1ccc(Br)cc1Cl
    1, -25, -5, 2, -4, 3.0, -15, 6, -3, -2
12) CC1=C(C(=O)Nc2ccccc2)C(c2ccc(C)o2)n2c(s/c(=C\c3ccco3)c2=O)=N1 (stereo not drawn)
    11, 7, -14, 29*, 38*, -2.5, 5, -2, 16, 53*
13) COc1cc(/C=N/NC(=O)Cn2nnc3ccccc32)ccc1O
    2, 0, -4, -1, 3, -0.2, 7, -5, 0, 3
14) CCOC(=O)c1nc(NNC(=O)c2ccc([N+](=O)[O-])cc2)sc1C
    -5, 30, 2, 0, 37*, -5.0, 26, -4, -4, -2
15) COc1ccccc1N1CCN(C(=O)CSc2nc3ccccc3o2)CC1
    3, -6, 4, -5, -3, 0.4, 7, -4, 0, 3
16) Cc1nnc(SCc2cccc(Cl)c2)n(N)c1=O
    1, 5, -10, -4, -5, 1.4, 1, -5, 2, 5
17) Cc1ccc(Cn2nnc3c(=O)[nH]c(C4CCN(C(=O)c5cccs5)CC4)nc32)cc1
    -6, 1, -2, 4, 0, -1.4, -6, -4, -4, -1
18) CCOc1ccc(CNC(=O)CS(=O)(=O)Cc2nc(-c3ccc(OC)cc3)oc2C)cc1
    1, -1, 26*, -2, 4, 3.6, -4, 4, 0, -2
19) Cc1ccc2c(c1)c1c(n2CC(O)CNC2CCCC2)CCCC1 (stereo not drawn)
    -3, 6, 3, -4, 8, -0.3, 16, -7, 3, 6
20) CCOc1cc(/C=C2\CN(CC)C/C(=C\c3ccc(O)c(OCC)c3)C2=O)ccc1O
    -4, 2, -1, -3, 10, -4.5, 11, -7, -4, 4
21) COc1ccc(Cl)cc1-c1cc(C(=O)Nc2ccccc2)[nH]n1
    1, ·, 9, -4, 6, -1.2, -45, 5, 0, -1
22) Cc1ccc2nc(SCc3nnc(-c4ccccc4Br)o3)[nH]c2c1
    1, -21, 3, 0, 9, -0.1, -8, -2, -2, 0
23) CCCN(Cc1nnc(-c2cccs2)o1)C(=O)CN1C(=O)NC2(CCCCC2C)C1=O (stereo not drawn)
    3, -5, 5, -4, 5, -0.3, -10, 1, 3, 6
24) CC1CCC(NS(=O)(=O)c2ccc3c(c2)CC(=O)N3)CC1 (stereo not drawn)
    3, -9, 4, -9, 9, -0.4, 2, -2, 2, 3
25) O=C(N/N=C/c1ccoc1)c1cccc([N+](=O)[O-])c1
    2, -2, -10, 1, 2, 0.9, -7, 1, -3, -2
26) CSc1ccccc1C(=O)Nc1cc([N+](=O)[O-])ccc1C
    5, -5, -2, -6, 0, 0.5, 8, -9, 1, 6
27) C=CCn1cc(-c2cccc(Cl)c2)cc(C#N)c1=O
    -8, -2, -1, 1, 0, 1.0, 1, 7, 2, 2
28) COc1ccc(Cn2c(=O)sc3ccccc3c2=O)cc1
    1, -29, -2, 5, -6, -0.8, -8, 3, 0, -1
29) O=C(NCc1ccccn1)C(=O)NCC1OCCCN1S(=O)(=O)c1ccc(F)cc1 (stereo not drawn)
    2, 7, -2, 1, -1, -2.0, 0, 6, -1, 1
30) CCCCc1ccc(S(=O)(=O)NC(=O)C2(C)CCN2C(=O)CCc2cccs2)cc1 (stereo not drawn)
    3, ·, 1, -1, 44*, -1.7, 8, -1, 14, 0
31) CN1/C(=C\C(=O)COC(=O)Cn2nnc(-c3ccccc3)n2)C(C)(C)c2ccccc21
    4, -58, -9, 3, -10, -0.4, -114, -22, -3, 8
32) CN(C)CCN(C(=O)c1ccc2c(c1)CCCC2)c1nc2c(F)cccc2s1
    1, -7, 2, 3, 1, -2.0, 24, -2, 4, 5
33) O=S(=O)(NCCc1ccccc1)c1cccc(S(=O)(=O)N2CCOCC2)c1
    -7, -3, 5, 4, -1, -1.8, 0, 2, 2, -3
34) Cc1ccc(C)c(S(=O)(=O)N2CCN(C(=O)c3cccn3C)CC2)c1
    0, -6, -4, -4, -3, 1.5, 0, -2, 1, -2
35) CCN(CC)c1ccc(C(=S)N2CCN(c3ccccc3)CC2)cc1
    7, -5, -2, 0, -3, -1.6, 2, -7, 21*, 1
36) O=C(CCCN1CCC(c2ccccc2)C1)c1ccc2c(c1)OCCO2 (stereo not drawn)
    -1, 2, -3, -2, -3, -1.0, 10, -2, 5, 4
37) CCCS(=O)(=O)N1CCN(Cc2ccccc2C(F)(F)F)CC1
    -8, -6, 0, -2, -7, -1.2, 7, 4, 0, 1
38) C[C@@H]1O[C@@H](O[C@H]2[C@H](O[C@H]3C[C@]4(C)C(C[C@@H](O)C5C([C@]6(C)CC[C@@H](C(C)(C)O)O6)CC[C@]54C)[C@@]4(C)CC[C@H](O)C(C)(C)C34)O[C@H](CO)[C@@H](O)[C@@H]2O)[C@H](O)[C@H](O)[C@H]1O (stereo partly drawn)
    1, -7, -4, 0, -4, -1.5, 4, 6, 3, -3
39) Cc1cc(OCC(=O)NCc2ccccn2)c2c(C)cc(=O)oc2c1
    0, -2, 3, -1, 2, 0.6, 0, -10, -2, 1
40) COc1cccc(CNC(=O)CCn2ccc3cc(S(=O)(=O)N4CCCC4)ccc32)c1
    -5, 0, 1, -1, 5, -2.1, 0, 0, 0, 2
41) C=C(C)Cn1c2ccc(NC(=S)NCc3ccccc3F)cc2c(=O)n1C
    -1, ·, 0, -2, 1, 0.9, 13, 5, -2, 1
42) Cc1cccc(CSC(Nc2ccc(F)cc2)=C(C#N)C#N)c1
    -4, -14, 6, 1, 40*, -1.1, 2, 0, -1, 1
43) CCOC(=O)c1ccc(-c2ccc(N3C(c4ccsc4)=Cc4ccc(F)cc4C3c3c[nH]c4ccc(C#N)cc34)cc2)cc1F (stereo not drawn)
    -6, ·, 7, -2, 18, 2.5, -2, 7, -6, -3
44) C[C@@H]1CCCCO[C@H](CN(C)Cc2ccc(C(F)(F)F)cc2)[C@@H](C)CN([C@H](C)CO)C(=O)c2cc(NS(=O)(=O)c3cn(C)cn3)ccc2O1
    0, 0, 1, -8, 4, 0.5, 6, 4, -3, 0
45) CCOc1cc(C(=S)N2CCOCC2)ccc1OS(=O)(=O)c1ccc(NC(C)=O)cc1
    1, 1, 0, 0, 5, 1.0, -3, -6, 6, 1
46) C=CCN1c2ccccc2[C@]23C[C@@H](C(=O)OC)N(C(=O)NC4CCCC4)C2=NC(C(=O)OC)=C(C(=O)OC)[C@H]13
    -4, -25, 0, 0, 7, -1.2, -12, 2, -1, -1
47) COc1ccc(C(O)C(O)(C(=O)OC(C)C)c2ccc(C)cc2)cc1 (stereo not drawn)
    3, ·, 4, -2, -1, -0.7, 1, 0, 2, 5
48) CCn1c(CC(=O)Nc2ccc(F)cc2)nnc1SCC(=O)NC1=NCCS1
    3, -3, 0, 2, 1, -1.4, -4, -10, 7, -1
49) Cc1ccc(SCc2nc3ccccc3n2CC(=O)Nc2c(C)cccc2C)cc1
    1, -16, 3, -3, 5, 2.1, -18, -4, 9, -1
50) COc1ccccc1CNC(=O)C1CCN(S(=O)(=O)N2CCCCC2)CC1
    1, 6, -3, -1, -6, 0.3, 0, 2, 1, -3
51) O=C1CC(c2ccsc2)c2ccc3ccccc3c2N1 (stereo not drawn)
    2, 0, -4, 2, -2, -1.0, 4, 1, 0, 4
52) CC(C)NC(=O)Cn1nnc(-c2ccc(Cl)cc2)n1
    3, 3, 5, 2, 1, -3.3, -8, -3, 0, 1

Assay outcomes deposited in PubChem by several laboratories.
